HepG2 viability: HepG2 cytotoxicity, counter-screen for TGF-b inhibitors; HepG2 CAGA-GFP viability, ATP luminescence, 18 h; Potency, µM (doses to about 46.1 µM), inactives show top-dose activity change, negative = cytotoxicity, actives largely listed as cytotoxic; 410,000 tested, 0.76% active; AID 588856; also: potency is read from the fitted curve at half-maximal effect; some results filed as inactive show a strong effect at the top dose
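CellTiter-Glo luminescence gave cytotoxicity after 18 hours at 37 degrees C. The cells were HepG2 CAGA-GFP in 1% FBS DMEM, stimulated with 500 pg/mL TGF-beta after compound addition. %Activity was normalised to no-cell wells (complete cell-killing) and DMSO (no toxicity), and curves were fitted and classified.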
S2 tox: cell viability loss in ATXN counter-screen; 400,000 tested, 0.49% active; S2 cells (HEK-293 line with an ATXN2-luciferase reporter) viability, CellTiter-Fluor protease fluorescence, 24 h; AID 651635; Potency, µM (doses to about 56.7 µM), most hits filed as cytotoxic; also: potency is read from the fitted curve at half-maximal effect; nearly all actives have a fitted effect of over 40% in size
MmCpn inh: M. maripaludis TRiC chaperonin inhibition. 330,000 tested, 0.031% active. Potency, µM (top dose mostly 76.9 µM), for the others: top-dose activity, negative = inhibition, actives largely listed as inhibitors. purified Mm-Cpn ATPase, ADP Transcreener TR-FRET; also: potency is read from the fitted curve at half-maximal effect; % is scaled to controls: 0 for no effect and ±100 for the full control effect; nearly all actives have a fitted effect of over 80% in size
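Quantitative HTS used 25 nM Mm-CPN and 10 uM ATP in magnesium/KCl Tris buffer, pH 7.4, with 1 mM DTT. Hydrolysis ran 30 min at 37°C; ADP was read by HTRF.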
Nrf2 block: Nrf2 pathway inhibition; A549 ARE-Fluc reporter, luciferase luminescence, 18-24 h; 360,000 tested, 2.1% active; AID 504444; Potency, µM (top dose mostly 46 µM), for inactives: top-dose activity change, negative = inhibition, most hits filed as inhibitors; also: potency is read from the fitted curve at half-maximal effect; % is scaled to controls: 0 for no effect and ±100 for the full control effect; nearly all actives have a fitted effect of over 60% in size
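In this cell-based qHTS, ARE-driven firefly luciferase in A549 cells reports Nrf2 activity; the luminescent signal after BugLite lysis is the measured value, with a prior CellTiter-Fluor read for cell health.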
pAkt inh: inhibitors of Akt phosphorylation | 360,000 tested, 0.32% active | activity change, % for hits at 50 µM | Neuro2A IGF-stimulated pAkt S473 HTRF, 20 min; stronger effect = lower value; in the data active = activity change below about -80%; inconclusive = mostly about -51% to -80%; also: % is scaled to controls: 0 for no effect and ±100 for the full control effect
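Single-point screen (50 µM final compound) in Neuro2A cells stimulated 20 min with 6 nM IGF at 37 deg C. After lysis, Ser473-phosphorylated Akt read by HTRF (ex 330 nm, em 615/665 nm) as the 665/615 ratio.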
Nrf2 ARE act: Nrf2 pathway activation; AID 624171; Potency, µM (series often up to 46.1 µM), for the others: top-dose activation, usual class: activators; 410,000 tested, 0.31% active; AREc32 ARE-luciferase reporter (MCF7-derived line), luminescence, 24 h; also: potency is read from the fitted curve at half-maximal effect; % of control where 0% means no effect; nearly all actives have a fitted effect of over 65% in size
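AREc32 cells carrying an ARE-driven firefly luciferase reporter were seeded at 1000 cells/well in OPTI-MEM with 5% FBS, then exposed to compound for 24 hr at 37 deg C. Luminescence was read with Steady-Glo after 30 min at RT.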
CCT modulator: cytosolic chaperonin activity modulation | purified chaperonin ATPase assay, HTRF ADP detection, 30 min | activity change, % (test concentration not listed), hits read low | 360,000 tested, 0.3% active; in the data active = activity change below about -30%; also: % is scaled to controls: 0 for no effect and ±100 for the full control effect
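ATPase activity: ADP formed was measured by HTRF Transcreener (665/615 nm ratio) after 30 min at 37 deg C with 10 uM ATP. Compounds screened at one 76 uM concentration against 40 or 20 nM TRiC in Tris pH 7.4/KCl/MgCl2/DTT buffer.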
A549 viability: counter-screen for Nrf2 inhibitors: cytotoxicity in A549 cells; A549 ARE-Fluc cells, CellTiter-Fluor viability, 18-24 h; Potency, µM (highest dose often 46 µM), for inactives: at the highest dose activity change, negative = cytotoxicity, usual class: inhibitors; 390,000 tested, 0.16% active; also: potency is read from the fitted curve at half-maximal effect; % is scaled to controls: 0 for no effect and ±100 for the full control effect
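Cytotoxicity counterscreen: CellTiter-Fluor fluorescence was measured in A549 ARE_Fluc cells after 18-24 h of compound exposure in a concentration series. The subsequent BugLite luminescent read reports ARE-luciferase activity.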
TGFb inhibitor: blocks TGF-b signaling; HepG2 CAGA-GFP TGF-b/SMAD3 reporter, GFP fluorescence, 18 h; TGF-beta stimulated, 500 pg/mL final; Potency, µM (series often up to 46.1 µM), inactives show at the top dose activity, negative = inhibition, most hits filed as inhibitors; 410,000 tested, 1.2% active; also: potency is read from the fitted curve at half-maximal effect; % is scaled to controls: 0 for no effect and ±100 for the full control effect; nearly all actives have a fitted effect of over 65% in size
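Cell-based qHTS in HEPG2 carrying a CAGA-GFP Smad reporter; compounds added before 500 pg/mL final TGF-beta, 18 h incubation at 37 degrees C, GFP fluorescence quantified per cell by imaging cytometry.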
Active calls of the source: *; i = inactive; ? = inconclusive; · = no result given; [ ] = remark or other dose. Unless noted, calls follow the shape of the dose curve; as a rule, active = well fitted curve in the direction sought with a large enough effect; inconclusive = small, poorly fitted or top-dose-only effect, or another doubt; inactive = no such curve, though single readings can be large; an effect the other way counts as inactive or inconclusive. Rows are unselected. Share with any hit: about 4.4%.

SMILES	HepG2 viability	S2 tox	MmCpn inh	Nrf2 block	pAkt inh	Nrf2 ARE act	CCT modulator	A549 viability	TGFb inhibitor
O=C(CBr)Nc1c2c(nn1-c1ccccc1)CSC2	-5%	i	0%	14%	i	0.4%	0.2	2%	1%
CCOc1ccc(-n2nc(CO)c(C(=O)NCc3cccnc3)n2)cc1	-17%	·	·	22%	·	4.7%	·	1%	?
Cc1c(NC(=O)Nc2ccc(Cl)c(Cl)c2)sc2nc3n(c(=O)c12)CCC(C)CC3 (configuration not stated)	-13%	i	·	2%	·	0.9%	·	1%	?
O=C(NCc1ccc(Cl)cc1)C1CCN(C(=O)Cc2ccccc2)CC1	4%	i	0%	7%	i	0.0%	0.1	-1%	0%
O=C(CC1N=C(Cc2ccccc2)NNC1=O)N/N=C/c1ccc([N+](=O)[O-])cc1 (configuration not stated)	5%	i	-1%	-24%	i	-0.7%	-1.8	-1%	-16%
CC(C)(CNC(=O)/C=C/c1ccc(F)cc1)CNC(=O)/C=C/c1ccc(F)cc1	-34%	?	2%	-2%	i	8.9%	-2.6	-3%	-10%
COc1cccc(OC)c1C(=O)NC(=S)NCc1cccnc1	6%	i	-3%	0%	i	0.9%	-2.0	2%	-5%
COC(=O)c1ccc(COC(=O)CCC(=O)c2cccs2)cc1	-1%	i	-3%	?	i	4.4%	-5.4	-3%	6%
O=C(NCCc1ccccc1)c1c[nH]c2ccc(S(=O)(=O)Nc3ccccc3F)cc2c1=O	7%	i	·	?	·	-0.2%	·	-1%	-1%
S=c1[nH]nc(-c2ccccc2Br)n1Cc1ccccc1	-3%	?	3%	10%	i	0.3%	-2.5	2%	-6%
Cc1cc(C(=O)N/N=C/c2ccc(OC(=O)c3ccccc3Br)cc2)n[nH]1	29%	?	0%	-25%	i	3.7%	-0.1	-7%	2%
O=C(NNC(=S)NCC1CCCO1)c1cc(Br)ccc1Cl (configuration not stated)	-4%	i	2%	6%	i	0.2%	1.0	-10%	8%
COc1ccc(CC(=O)n2[nH]c(=O)ccc2=O)cc1OC	-20%	i	1%	8%	i	0.7%	-1.3	1%	?
CCc1cc(C(=O)OC)c(NC(=O)c2ccoc2C)s1	3%	i	1%	0%	i	19%	-45*	8%	-5%
CCCC(=O)Nc1nnc(-c2ccccc2)o1	-33%	i	4%	0%	i	0.4%	-0.7	10%	-25%
O=c1[nH]c(CN2CCN(c3ccc(O)cc3)CC2)nc2scc(-c3ccc(Cl)cc3)c12	1%	i	-2%	?	i	5.8%	1.2	?	?
NNC(=O)c1ccc(COc2ccc3ccccc3c2)cc1	-26%	i	-6%	-3%	i	-0.6%	-1.3	-16%	?
O=[N+]([O-])c1ccc2ncnc(N3CCN(Cc4ccc5c(c4)OCO5)CC3)c2c1	-17%	?	2%	8.2µM*	i	-0.7%	-1.9	-20%	-4%
COC(=O)c1ccc2nc(C3CCCCC3)c(Cc3cccc(Cl)c3)n2c1	-27%	?	·	·	i	16%	0.6	·	?
CN1CCN(c2c(F)cc3c(=O)c(C(=O)O)cn4c3c2OCN4C)CC1	5%	i	0%	-13%	i	0.5%	0.1	-17%	4%
COc1ccc(S(=O)(=O)N2CCCC(C(F)(F)F)C2)cc1 (configuration not stated)	-29%	i	-4%	-8%	i	-0.9%	-0.2	-5%	-12%
O=C(c1cnccn1)N(Cc1cccs1)C1(C(=O)NC2CCCC2)CCCCC1	-4%	?	1%	1%	i	-0.2%	-1.5	-18%	0%
Cc1ccccc1C(=O)Nc1ccc(OCc2cc(=O)n3cccc(C)c3n2)cc1	-2%	·	·	·	·	-0.1%	·	-12%	0%
Cc1cccc(C(=O)Nc2cccc(OCc3cc(=O)n4ccccc4n3)c2)c1	-2%	·	·	·	·	-1.6%	·	3%	-1%
CCOc1ccc(-n2c(SCC(=O)Nc3ccc4c(c3)OCCO4)nc3c(c2=O)SCC3)cc1	-7%	i	4%	?	i	2.8%	-3.1	-5%	1%

Additional results:
SMILES	HepG2 viability	S2 tox	MmCpn inh	Nrf2 block	pAkt inh	Nrf2 ARE act	CCT modulator	A549 viability	TGFb inhibitor
COc1ccc(C(=O)Nc2ccc(N3CCOCC3)cc2)cc1S(=O)(=O)N1CCCC1	-2%	i	-22%	-49%	i	-0.5%	-1.8	-6%	2%
CCCC(=O)OCC1CN(Cc2ccco2)S(=O)(=O)c2c(F)cccc2O1 (configuration not stated)	0%	i	·	1%	i	4.2%	0.2	3%	-23%
O=C(NNS(=O)(=O)c1ccc(Cl)cc1)c1sccc1-n1cccc1	-14%	i	1%	-16%	i	-0.7%	-0.9	-14%	2%
COc1ccc(CN2CCC(=O)N([C@H](CO)Cc3ccccc3)CC2)cc1	-20%	i	1%	-9%	i	0.1%	-1.3	-3%	-35%
CCCCOc1ccc(C(=O)OCC(=O)Nc2cc(C)on2)cc1	-27%	i	0%	9%	i	0.0%	3.2	4%	-1%
Oc1ccc(Nc2nc(-c3ccc(Cl)cc3)nc3ccccc23)cc1	14µM*	·	·	-29%	·	-3.6%	·	-5%	?
CN(C)c1cc[n+](CC(=O)c2ccc(-c3ccccc3)cc2)cc1	-28%	i	0%	?	i	0.0%	-1.5	-20%	?
O=C(O)c1ccccc1NN=Cc1ccccc1	3%	i	·	?	i	0.8%	0.9	0%	0%
CCN(c1ccccc1)S(=O)(=O)c1cccc(C(=O)NCc2ccccc2CN2CCOCC2)c1	-12%	i	0%	-4%	i	0.2%	0.7	-5%	?
CC(C)CC(=O)c1c[nH]c(C(=O)O)c1	0%	i	2%	-19%	i	2.5%	-0.3	0%	0%
CCSc1cc(N2CCCC2)nc(-c2ccccc2Cl)n1	-39%	i	-2%	0%	i	-0.3%	-0.6	2%	24%
COc1ccc(C(=O)NCCN2CCOCC2)cc1OC	4%	i	0%	-11%	i	-0.1%	0.6	-16%	-18%
Cn1c(=O)c2c(=O)cc(N)[nH]c2n(C)c1=O	11%	i	-1%	-4%	i	-0.2%	0.6	1%	1%
CCOC(=O)C(=CNc1ccc(C(F)(F)F)cc1Cl)C(=O)OCC	8%	i	0%	?	i	-0.2%	-3.1	1%	16%
O=C(Cc1ccccc1)Nc1cc(-c2nc3cc(Cl)ccc3o2)ccc1Cl	-5%	i	·	8%	·	-1.1%	·	1%	2%
COc1cc2c(cc1NC(=O)CSc1ccccc1)oc1ccccc12	-6%	i	-9%	15%	i	5.9%	-0.8	-1%	0%
COc1ccc(NC(=S)Nc2cccc(Cl)c2)cc1OC	-17%	i	-2%	5%	i	0.2%	-1.1	0%	-10%
Cc1cccnc1C(NC(=O)C1CCN(CCCc2ccccc2)CC1)c1ccc(Cl)cc1 (configuration not stated)	11µM*	?	·	·	i	6.9%	-3.5	·	?
Cc1nn(CC(=O)N2CCC(C)CC2)c(=O)c2nn(-c3ccccc3)c(C)c12	5%	i	-5%	0%	i	-0.9%	-1.0	0%	0%
COC(=O)[C@H]1C[C@H](OC(=O)Nc2cccs2)[C@@]2(O)CN(S(=O)(=O)c3ccc(C)cc3)CC2[C@H]1C(=O)OC (some centres not stated)	-42%	?	·	·	i	5.4%	0.7	·	?
CC(C)CNS(=O)(=O)c1ccc(CCC(=O)N2CCN(Cc3ccc4c(c3)OCO4)CC2)cc1	-32%	i	-2%	?	i	0.8%	-1.5	-16%	-22%
COc1ccc(OCC(=O)Nc2ccc3c(c2)nc(CCN2CCCC2)n3C)cc1	-1%	?	1%	-5%	i	3.4%	-0.8	-3%	-8%
CC(=O)Nc1cc(NC(C)=O)cc(C(=O)N2CCCC3CCCCC32)c1 (configuration not stated)	-2%	i	1%	21%	i	0.1%	0.7	-13%	23%
Cc1ccc(-c2nc(C#N)c(N3CCCCC3)o2)cc1	-9%	i	0%	5%	i	2.9%	-5.3	2%	6%
COc1cc(C(C(=O)NC2CCCCC2)N(Cc2ccco2)C(=O)c2cnccn2)cc(OC)c1OC (configuration not stated)	-6%	i	-2%	2%	i	0.6%	-2.5	0%	-7%

The listing continues:
SMILES	HepG2 viability	S2 tox	MmCpn inh	Nrf2 block	pAkt inh	Nrf2 ARE act	CCT modulator	A549 viability	TGFb inhibitor
Cc1cccc(NS(=O)(=O)c2ccc(C)c(C(=O)NCCCN3CCOCC3)c2)c1	-12%	i	-2%	9%	i	0.5%	-0.3	0%	25%
Cc1cc(NC(=O)CN2C(=O)/C(=C/c3ccc(C(C)C)cc3)SC2=S)no1	2%	i	·	·	i	-0.7%	0.5	·	-4%
CCCCN(C)C(=O)Cn1cnc2sc(C)cc2c1=O	-37%	i	1%	·	i	-0.3%	-4.5	-5%	22%
Cc1nc(Nc2ccc(F)cc2)nc(Nc2ccc(F)cc2)c1[N+](=O)[O-]	-33%	i	3%	?	i	0.1%	-0.3	?	-16%
O=[N+]([O-])c1cc(S(=O)(=O)Nc2ccccc2)ccc1Nc1ccccc1	1%	i	·	26µM*	i	7.1%	-1.9	?	?
COc1ccc(Cc2nnc(Nc3ccccc3)s2)cc1Br	-5%	?	2%	-19%	i	7.8%	0.9	-3%	30%[activator]
CCN1CCN(c2ccc(N=Cc3ccc(O)cc3O)cc2)CC1	0%	i	1%	1%	i	4.6%	-4.4	-17%	-10%
CCN(CC)CCN1C(=O)C(O)=C(C(=O)c2ccco2)C1c1ccccn1 (configuration not stated)	-4%	i	0%	-9%	i	-0.1%	-0.2	-10%	-8%
COc1cc2c(cc1OC)CN(C(=O)C1(c3ccccc3)CC1)CC2	-4%	?	1%	-3%	i	0.2%	0.1	-8%	-25%
